rTrxR1 inhibitor: inhibitors of rat thioredoxin reductase 1 | O89049 | recombinant rTrxR1, NADPH fluorescence consumption, selenite substrate | Potency, µM (highest dose often 114 µM), without a hit: at the top dose activity change, negative = inhibition, actives largely listed as inhibitors | actives 1% (n = 390,000); further: potency means the concentration at half of the fitted maximal effect; on the % scale 0 is the no-effect control and ±100 the full control effect; nearly all actives have a fitted effect of over 65% in size
Target sequence (O89049 whole entry, looked up): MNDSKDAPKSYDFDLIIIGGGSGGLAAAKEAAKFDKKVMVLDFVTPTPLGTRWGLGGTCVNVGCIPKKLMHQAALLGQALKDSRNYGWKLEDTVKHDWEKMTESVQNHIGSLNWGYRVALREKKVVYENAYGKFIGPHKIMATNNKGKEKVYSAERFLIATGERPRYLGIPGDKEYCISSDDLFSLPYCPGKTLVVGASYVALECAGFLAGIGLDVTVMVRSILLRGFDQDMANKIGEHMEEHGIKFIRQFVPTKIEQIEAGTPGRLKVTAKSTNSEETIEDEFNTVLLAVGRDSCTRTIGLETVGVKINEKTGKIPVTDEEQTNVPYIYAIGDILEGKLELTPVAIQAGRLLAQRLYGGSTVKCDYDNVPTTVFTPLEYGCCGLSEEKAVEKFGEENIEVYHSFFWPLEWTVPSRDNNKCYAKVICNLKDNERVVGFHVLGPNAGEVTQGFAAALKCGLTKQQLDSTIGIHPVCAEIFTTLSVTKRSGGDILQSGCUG
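Rat TrxR1 (90 nM in the dispensed reagent) was pre-reduced with 400 uM NADPH for 5 min at room temperature, then incubated with compound for 15 min. After 400 uM selenite was added, NADPH fluorescence (Ex 340/Em 450 nm) was followed for 8 min.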
Vif-A3G inh: blocks the Vif interaction with human APOBEC3G. Potency, µM (series often up to 46.1 µM), inactives show at the top dose activity, negative = active, actives largely listed as inhibitors. AID 602310. Q9HC16. actives 0.076% (n = 410,000). HeLa A3G-eYFP + Vif (tagged APOBEC3G with the HIV-1 protein that degrades it), YFP fluorescence, overnight;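 further: potency means the concentration at half of the fitted maximal effect; on the % scale 0 is the no-effect control and ±100 the full control effect; nearly all actives have a fitted effect of over 60% in size; hits raise eYFP signal because A3G escapes Vif-driven loss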
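Read-out is eYFP fluorescence (Ex 488/Em 500-530) from Vif-expressing HeLa A3G-eYFP cells; more signal means A3G escaped Vif-mediated degradation. Cells plated overnight, compound pinned in, incubated overnight at 37 deg C.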
Vif-A3F inh: Vif-A3F binding inhibition; HeLa A3F-eYFP + Vif (tagged APOBEC3F with the HIV-1 protein that degrades it), YFP fluorescence increase; actives 0.2% (n = 390,000); Potency, µM (doses to about 46.1 µM), for the others: at the highest dose activity, negative = active; further: potency means the concentration at half of the fitted maximal effect; % of control where 0% means no effect; nearly all actives have a fitted effect of over 65% in size
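HeLa cells stably expressing A3F-eYFP plus Vif, plated and incubated overnight at 37 deg C, then exposed to compounds overnight at 37 deg C. Blocked degradation read as raised yellow fluorescence (Ex 488/Em 500-530).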
IDH1 R132H inh: blocks human mutant IDH1 R132H enzyme; O75874; IDH1-R132H enzyme, NADPH consumption, diaphorase/resazurin fluorescence; actives 0.093% (n = 390,000); Potency, µM (series often up to 76.6 µM), for inactives: at the top dose activity change, negative = inhibition, most hits filed as inhibitors; further: potency means the concentration at half of the fitted maximal effect; on the % scale 0 is the no-effect control and ±100 the full control effect; nearly all actives have a fitted effect of over 65% in size
Target sequence (O75874 whole entry R132H, stated change not applied): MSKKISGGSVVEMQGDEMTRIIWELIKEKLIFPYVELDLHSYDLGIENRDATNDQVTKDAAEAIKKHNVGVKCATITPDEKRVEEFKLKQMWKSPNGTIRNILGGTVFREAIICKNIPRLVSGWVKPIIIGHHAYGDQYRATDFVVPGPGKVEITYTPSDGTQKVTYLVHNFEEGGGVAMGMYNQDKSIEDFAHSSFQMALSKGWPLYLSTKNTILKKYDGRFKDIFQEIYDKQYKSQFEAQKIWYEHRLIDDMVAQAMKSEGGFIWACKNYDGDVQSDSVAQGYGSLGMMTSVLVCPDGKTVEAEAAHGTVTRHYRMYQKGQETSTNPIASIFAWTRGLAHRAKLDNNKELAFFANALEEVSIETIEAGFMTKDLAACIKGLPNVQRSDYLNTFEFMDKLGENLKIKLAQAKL
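IDH1-R132H (0.5 ug/mL) preincubated 30 min with compound, then NADPH (0.016 mM) and alpha-KG (2 mM) added; 80 min at RT, pH 7.5. Remaining NADPH coupled via diaphorase/resazurin to fluorescence (540/590 nm); concentration-response curves normalized to no-enzyme control.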
LDHA block: inhibitors of human lactate dehydrogenase A; actives 0.15% (n = 480,000); P00338; activity change, % (values are at about 110 or 230 µM); purified LDHA, NADH/diaphorase-resazurin fluorescence; hits give low values; AID 1347041; in the data active means activity change below about -30%; inconclusive means mostly about -25% to -30%;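 further: plate controls were DMSO wells for no effect and wells without enzyme for full effect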
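Resorufin fluorescence (ex540/em590), read at 0 and 20 min after diaphorase/resazurin addition, reports the NADH left after a 5 min room-temperature reaction of 2 nM human LDH5 with 0.06 mM NADH and 0.2 mM pyruvate.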
Glioma ERSR ind: ER stress response induction in glioma. U87-MG GRP78 promoter luciferase reporter, 16 h. Potency, µM, without a hit: at the top dose activation, hits mostly activators. actives 0.02% (n = 420,000). AID 602332; further: potency means the concentration at half of the fitted maximal effect; series mostly up to about 76 µM; % of control where 0% means no effect; nearly all actives have a fitted effect of over 35% in size
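Stably transfected U87-MG human glioma cells carrying a GRP78-based luminescent sensor were seeded at 1000 cells/well, pin-dosed with compounds and incubated 16 h. Luciferase reagent was then added, and end-point luminescence was read after 10 min at room temperature.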
TrxR1 substrate: substrates of rat thioredoxin reductase 1 | purified TrxR1 substrate turnover, NADPH consumption readout | Potency, µM (top dose mostly 114 µM), without a hit: top-dose activity change, negative = substrate turnover | actives 0.01% (n = 390,000) | AID 588456; further: potency means the concentration at half of the fitted maximal effect; on the % scale 0 is the no-effect control and ±100 the full control effect; nearly all actives have a fitted effect of over 50% in size
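Rat TrxR1, dispensed at 90 nM, was prereduced with 400 uM NADPH (final) for 5 min at ~22 deg C, then incubated with compound 15 min before 400 uM selenite. A first-read NADPH fluorescence drop versus no-compound background flagged substrates.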
USP1 inh: USP1/UAF1 (human) deubiquitinase inhibition; Potency, µM (highest dose often 57.1 µM), inactives show at the highest dose activity change, negative = inhibition, usual class: inhibitors; actives 0.23% (n = 390,000); recombinant USP1/UAF1, Ub-Rhodamine cleavage fluorescence; further: potency means the concentration at half of the fitted maximal effect; on the % scale 0 is the no-effect control and ±100 the full control effect; nearly all actives have a fitted effect of over 60% in size; inactives centre near -12
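USP1/UAF1 complex (1 nM) preincubated 15 min at room temperature with compound, then Ub-Rho substrate (150 nM final) added. Kinetic fluorescence at 480/540 nm over 6 reads at 60 s intervals; 50 mM HEPES pH 7.8, 0.5 mM EDTA, 0.1 mg/ml BSA, 1 mM TCEP, 0.01% Tween-20.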
RGS4 inh: human RGS4 inhibition. Transcreener GDP fluorescence polarization, RGS4-accelerated GTP hydrolysis. actives 0.039% (n = 390,000). AID 504845. Potency, µM (titrated, usually from 114 µM), inactives show top-dose activity change, negative = inhibition, most hits filed as inhibitors; further: potency means the concentration at half of the fitted maximal effect; on the % scale 0 is the no-effect control and ±100 the full control effect; nearly all actives have a fitted effect of over 75% in size; some results filed as inactive show a strong effect at the top dose
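MLSMR compounds (23 nl, pin-transferred) preincubated 10 min at room temperature with a 500nM (2x) first reagent, then RGS4 at 900nM (2x) plus Transcreener GDP mix added; fluorescence polarization (620/688 nm) read before and after 90 min at 30 °C.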
Active calls of the source: *; u = inconclusive; x = no result given; & = joins results of further samples; [ ] = another dose, or the depositor's remark. Unless noted, the call rests on the fitted dose curve; in most records, active means well fitted curve in the direction sought with a large enough effect; inconclusive means small, poorly fitted or top-dose-only effect, or another doubt; inactive means no such curve, though single readings can be large; an effect the other way counts as inactive or inconclusive. The list is partial. The share of hits here may be higher or lower than overall.

SMILES	rTrxR1 inhibitor	Vif-A3G inh	Vif-A3F inh	IDH1 R132H inh	LDHA block	Glioma ERSR ind	TrxR1 substrate	USP1 inh	RGS4 inh
CCc1ccc(-n2c(O)c(C(C)=O)c(=O)[nH]c2=O)cc1 (tested in a mixture with another compound)	3%[57.1 µM]	4%	-7%	0%	-11	-6%	1%[57.1 µM]	-3%	8%
Cc1cccc(CCNCc2cc3cc(C)cc(C)c3[nH]c2=O)c1	5%	-5%	-19%	-4%	-4	-2%	6%	-21%	-4%
CC12C=CC(=O)CC1CCC1C2CCC2(C)C(O)C(O)CC12 (stereo unspecified)	7%[57.1 µM]	-1%	-4%	3%	-19	-6%	8%[57.1 µM]	-10%	-12%
COC(=O)C1=C(c2ccccc2)C[C@@H]2CC[C@H]1N2C(=O)NCCO	18%	-3%	3%	4%	-1	-5%	7%	-29%	-22%
CCCC12CN3CC(C)(CN(C1)C3c1ccccn1)C2=O (stereo unspecified)	7%	-5%	0%	11%	0	-2%	1%	-1%	7%
O=C1CCCN1CC#CCN1CCCC1	u	4%&4%	0%	-13%	-9&1	-6%&-5%&0%&-3%&-2%	8%[57.1 µM]	-14%	-8%[56.9 µM]
Fc1ccc(Cn2nnnc2C(c2ccc(F)cc2)N2CC=C(c3ccc(F)cc3)CC2)cc1 (stereo unspecified)	3%[57.1 µM]	0%	6%	-11%	-14	-3%	1%[57.1 µM]	4%	-8%
COc1ccc(F)cc1C(=O)C1CCCN(Cc2ccc(O)cc2)C1 (stereo unspecified)	-2%[57.1 µM]	4%	6%	6%	-9	-2%	12%	-7%	-6%
N=Cc1c(O)n(-c2cccc(Cl)c2)c(=O)[nH]c1=O	7%	0%	-2%	-1%	-5	-6%	4%	-18%	-16%
O=c1[nH]c(=O)n(CC2CCCO2)c(O)c1/C=C1\C=Nc2ccccc21 (stereo unspecified)	-23%&-22%	1%&-9%	0%&1%	-12%&6%	-9&9	-1%&0%	-10%&-3%	-16%&-9%	-7%&-37%
CC1(C)CSC(Nc2ccc(F)c(Cl)c2)=N1	-3%	2%	-2%	-2%	-6	-2%	-7%	-18%	12%
CCC1(CC)C(=O)NC(=O)N(c2ccccc2)C1=O	6%	-2%	1%	-3%	-4	0%	4%	-7%	4%
N#CC(C#N)=Cc1ccc(C=C(C#N)C#N)cc1	7.9µM*	u	-17%	1%	21	1%	-5%	u	u
CCOP(=O)(OCC)C(NC(=O)c1cccc2ccccc12)C(Cl)(Cl)Cl (stereo unspecified)	3%	-1%	-2%	4%	-4	-5%	16%	-12%	-11%
CCC(=NCCO)c1c(O)n(-c2ccc(Cl)cc2)c(=O)[nH]c1=O	-7%	1%	-2%	-10%	-14	-3%	-6%	-13%	18%
Nc1ccc(S(=O)(=O)N2CC3CC(C2)c2cccc(=O)n2C3)cc1 (stereo unspecified)	17%	3%	-7%	5%	-3	-2%	2%	-21%	-24%
Cc1ccc(N2C(=O)NC(=O)/C(=C/c3ccc(OC(=O)c4cccs4)cc3)C2=O)cc1	32µM*	0%	-1%	9%	-9	0%	-2%	-18%	u
O=C(CN1C(=O)CN=C(c2ccccc2)c2ccccc21)NCc1ccco1	-21%	2%	-6%	-2%	-5	-2%	-6%	6%	15%
N#Cc1ccccc1NC(=O)CN1CC=C(c2ccccc2)CC1	15%[57.1 µM]	1%	5%	1%	-7	-4%	18%	-16%	-19%
CCN(CC)CCCN=Cc1c(O)n(CCc2ccc(OC)c(OC)c2)c(=O)[nH]c1=O	1%	0%	-6%	7%	-2	-4%	-6%	-7%	11%
COC(=O)c1c(C)n(Cc2ccco2)c2ccc(O)cc12	u	-3%	1%	1%	8	0%	8%	-9%	-13%
O=C(c1ccc2c(c1)N(Cc1ccccc1)CCS2)N1CCC2(CC1)OCCO2	-20%	1%	10%	0%	-8	-4%	16%	-18%	-6%
C=CCN(c1ccc(C(=O)N(CC)CC)cc1)S(C)(=O)=O	-2%	1%	-1%	12%	-6	0%	5%	-6%	-11%
CCCC[C@H](CN(N=O)[C@@H](Cc1ccccc1)CN(C)N=O)N(CCc1ccccc1)N=O	14%	-5%	-1%	6%	-5	-4%	2%[57.1 µM]	u	4%
CC(=O)c1cccc(NC(=O)N2C[C@H]3C[C@@H](C2)c2cccc(=O)n2C3)c1	9%	2%	3%	26%	0	0%	-1%	-4%	9%

In a second layout: nine of the compounds above
SMILES | rTrxR1 inhibitor | Vif-A3G inh | Vif-A3F inh | IDH1 R132H inh | LDHA block | Glioma ERSR ind | TrxR1 substrate | USP1 inh | RGS4 inh
CCc1ccc(-n2c(O)c(C(C)=O)c(=O)[nH]c2=O)cc1 (tested in a mixture with another compound) | 3%[57.1 µM] | 4% | -7% | 0% | -11 | -6% | 1%[57.1 µM] | -3% | 8%
Cc1cccc(CCNCc2cc3cc(C)cc(C)c3[nH]c2=O)c1 | 5% | -5% | -19% | -4% | -4 | -2% | 6% | -21% | -4%
CC12C=CC(=O)CC1CCC1C2CCC2(C)C(O)C(O)CC12 (stereo unspecified) | 7%[57.1 µM] | -1% | -4% | 3% | -19 | -6% | 8%[57.1 µM] | -10% | -12%
COC(=O)C1=C(c2ccccc2)C[C@@H]2CC[C@H]1N2C(=O)NCCO | 18% | -3% | 3% | 4% | -1 | -5% | 7% | -29% | -22%
CCCC12CN3CC(C)(CN(C1)C3c1ccccn1)C2=O (stereo unspecified) | 7% | -5% | 0% | 11% | 0 | -2% | 1% | -1% | 7%
O=C1CCCN1CC#CCN1CCCC1 | u | 4%&4% | 0% | -13% | -9&1 | -6%&-5%&0%&-3%&-2% | 8%[57.1 µM] | -14% | -8%[56.9 µM]
Fc1ccc(Cn2nnnc2C(c2ccc(F)cc2)N2CC=C(c3ccc(F)cc3)CC2)cc1 (stereo unspecified) | 3%[57.1 µM] | 0% | 6% | -11% | -14 | -3% | 1%[57.1 µM] | 4% | -8%
COc1ccc(F)cc1C(=O)C1CCCN(Cc2ccc(O)cc2)C1 (stereo unspecified) | -2%[57.1 µM] | 4% | 6% | 6% | -9 | -2% | 12% | -7% | -6%
N=Cc1c(O)n(-c2cccc(Cl)c2)c(=O)[nH]c1=O | 7% | 0% | -2% | -1% | -5 | -6% | 4% | -18% | -16%

(more compounds)
SMILES	rTrxR1 inhibitor	Vif-A3G inh	Vif-A3F inh	IDH1 R132H inh	LDHA block	Glioma ERSR ind	TrxR1 substrate	USP1 inh	RGS4 inh
O=c1[nH]c(Cl)ccc1CN1CCOCC1	-11%	1%	-2%	-9%	2	-1%	2%[57.1 µM]	-18%	-12%
C[C@]12CCC(=O)C=C1CC[C@@H]1[C@@H]2CC[C@]2(C)C(=O)CC[C@@H]12	16%&4%	0%	-12%	-4%	-5	-1%&-2%&-4%	2%	-28%	u
CCCCN=Cc1c(O)n(-c2c(C)cc(C)cc2C)c(=O)[nH]c1=O	11%	-1%	0%	-1%	-5	-1%	3%	-29%	16%
Cc1cc(-c2nc3ncccc3o2)ccc1NC(=O)c1ccccc1Br	31%	-28%	u	0%	-1	5%	9%	-15%	4%
Cc1ccc(N2CC(C(=O)Nc3nnc(SCC(=O)Nc4cc(C)on4)s3)CC2=O)cc1 (stereo unspecified)	-2%	1%	4%	14%	-5	-4%	-7%	-7%	-5%
O=C(N/N=C/c1c(O)n(CCC2=CCCCC2)c(=S)[nH]c1=O)c1ccccc1	-21%	0%	-3%	-1%	-13	1%	-15%	-10%	-3%
C=C(CO)CC1CC(O)[C@]2(C)OC3CC4OC5C[C@]6(C)O[C@]7(C)CCC8OC9C[C@]%10(C)OC%11C(C)=CC(=O)OC%11CC%10OC9C[C@@H](C)C8OC7CC6O[C@]5(C)C/C=C\C4OC3CC2O1 (stereo partly specified)	7%[57.1 µM]	1%	-6%	-4%	-2	-4%	1%	-20%	-3%
CC1CN(c2ccc([N+](=O)[O-])c(N3CCCCC3)c2)CCN1 (stereo unspecified)	6%	3%	-19%	5%	-3	-3%	-5%	-14%	-8%
CC(C)(C)P(=O)(N1CCOCC1)N1CCOCC1	-1%	0%	-7%	4%	-9	-3%	1%	-17%	-34%
ClC1=C(Cl)C2(Cl)C3C(Cl)C=CC3C1(Cl)C2(Cl)Cl (stereo unspecified)	19%	-1%	-22%	-4%	-5	-1%&2%	5%	-29%	-1%
Oc1c(C(Nc2cccnc2)c2ccccc2F)ccc2cccnc12 (stereo unspecified)	1.4µM*	-21%	x	x	4	-4%	1%	x	x
CCOP(=O)(OCC)C(NC(=O)NC)C(N)=O (stereo unspecified)	22%	0%	3%	8%	-1	0%	3%	-24%	-7%
CC(C)CC(=O)NC(Oc1ccc(Cl)cc1)C(Cl)(Cl)Cl (stereo unspecified)	-24%	-1%	3%	4%	-1	-5%	-3%	-24%	-21%
COc1cccc(-n2c(/C=C/c3ccc(O)c(O)c3)nc3ccccc3c2=O)c1	-1%[57.1 µM]	8%	-3%	-13%	19	-2%	-1%[57.1 µM]	-23%	-26%

Compound activity (PubChem)
